Screening results from PubChem.
CCT modulator: changes cytosolic chaperonin activity; 0.3% of 360,000 active; activity change, % (test concentration not listed), hits read low; purified chaperonin ATPase assay, HTRF ADP detection, 30 min; AID 651819; in the data active = activity change below about -30%; note: % is set by controls: 0 for no effect and ±100 for the full control effect
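First, chaperonin was dispensed at 40 nM or 20 nM final depending on batch activity. Next, compounds were pinned at 76 uM and ATP added at 10 uM. After 30 min at 37 °C, ADP detection reagents ran 30 min at ambient temperature.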
Mm-Cpn inhibitor: blocks the Methanococcus maripaludis chaperonin Mm-Cpn | purified Mm-Cpn ATPase, ADP Transcreener TR-FRET | Potency, µM (highest dose often 76.9 µM), for the others: at the top dose activity, negative = inhibition, most hits filed as inhibitors | 0.031% of 330,000 active; note: potency is the fitted concentration of half-maximal effect; % is set by controls: 0 for no effect and ±100 for the full control effect; nearly all actives have a fitted effect of over 80% in size
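Measured: ADP formation by purified Mm-CPN. Conditions: 25 nM protein, 10 uM ATP, Tris pH 7.4 with Mg2+, K+ and DTT, 37°C for 30 min. Detection: Transcreener HTRF after 30 min at room temperature.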
EPAC2 antagonist: antagonists of human EPAC2. Potency, µM (titrated, usually from 114 µM), for inactives: top-dose activity, negative = inhibition, hits mostly inhibitors. EPAC2 GEF exchange of Rap1B-BODIPY-GDP, fluorescence. AID 720708. Q8WZA2. 0.18% of 360,000 active; note: potency is the fitted concentration of half-maximal effect; % is set by controls: 0 for no effect and ±100 for the full control effect; nearly all actives have a fitted effect of over 45% in size; many of its hits are not listed in these tables
Target sequence (Q8WZA2 whole entry, looked up): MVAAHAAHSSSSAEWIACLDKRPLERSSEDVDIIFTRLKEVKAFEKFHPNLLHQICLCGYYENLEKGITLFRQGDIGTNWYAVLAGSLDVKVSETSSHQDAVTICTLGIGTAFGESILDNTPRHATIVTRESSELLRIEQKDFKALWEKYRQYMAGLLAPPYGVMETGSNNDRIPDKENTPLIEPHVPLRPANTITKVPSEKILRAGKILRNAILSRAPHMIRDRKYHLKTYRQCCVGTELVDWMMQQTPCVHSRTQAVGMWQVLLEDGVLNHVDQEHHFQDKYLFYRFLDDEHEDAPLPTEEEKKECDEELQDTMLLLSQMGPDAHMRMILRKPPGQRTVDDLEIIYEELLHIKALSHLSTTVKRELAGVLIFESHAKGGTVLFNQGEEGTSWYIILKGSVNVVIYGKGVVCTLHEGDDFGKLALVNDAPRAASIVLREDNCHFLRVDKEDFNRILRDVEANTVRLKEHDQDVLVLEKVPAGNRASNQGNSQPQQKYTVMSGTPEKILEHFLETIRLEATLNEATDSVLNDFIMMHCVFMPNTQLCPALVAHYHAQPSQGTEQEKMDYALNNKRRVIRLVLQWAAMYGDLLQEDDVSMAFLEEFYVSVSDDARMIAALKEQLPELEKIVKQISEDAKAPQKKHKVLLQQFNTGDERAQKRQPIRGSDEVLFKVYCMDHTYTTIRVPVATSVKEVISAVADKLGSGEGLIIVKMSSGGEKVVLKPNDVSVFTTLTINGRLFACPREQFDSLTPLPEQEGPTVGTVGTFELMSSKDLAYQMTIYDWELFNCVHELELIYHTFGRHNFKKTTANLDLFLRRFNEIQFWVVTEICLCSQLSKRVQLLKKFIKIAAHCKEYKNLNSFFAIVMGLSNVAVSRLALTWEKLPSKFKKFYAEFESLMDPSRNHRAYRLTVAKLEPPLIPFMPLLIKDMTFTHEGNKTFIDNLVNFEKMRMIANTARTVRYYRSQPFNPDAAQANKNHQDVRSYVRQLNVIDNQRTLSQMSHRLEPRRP
EPAC1 antag: blocks human EPAC1 exchange factor. 0.14% of 360,000 active. EPAC1 GEF assay, Rap1b-BODIPY-GDP exchange fluorescence. Potency, µM (series often up to 115 µM), for inactives: at the top dose activity change, negative = inhibition, usual class: inhibitors. O95398;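 note: potency is the fitted concentration of half-maximal effect; plate controls were vehicle for no effect and positive control for full effect; nearly all actives have a fitted effect of over 50% in size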
EPAC1 ag: activates human EPAC1 exchange factor | EPAC1 agonist qHTS, biochemical assay; response scale: 100% = response to 6.5 mM cAMP | Potency, µM (top dose mostly 154 µM), for inactives: at the highest dose activation, hits mostly activators | 0.073% of 360,000 active | AID 720707; note: potency is the fitted concentration of half-maximal effect; nearly all actives have a fitted effect of over 60% in size
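Nucleotide exchange by EPAC1 (100 nM) on Rap1B–BODIPY-GDP (250 nM) in the presence of 50 uM GDP is tracked fluorescently at 480/540 nm over 30 min. Signals are normalized to a 6.5 mM cAMP control.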
PLK1 PBD block: inhibitors of human PLK1 polo-box domain binding. P53350. 2.8% of 360,000 active. Plk1 PBD binding of FITC phosphopeptide, fluorescence polarization. AID 720504. Potency, µM, without a hit: max response, negative = inhibition, usual class: inhibitors; note: potency is the fitted concentration of half-maximal effect; series mostly up to about 57 µM; % is set by controls: 0 for no effect and ±100 for the full control effect; nearly all actives have a fitted effect of over 65% in size
WRN inhibitor: blocks human WRN helicase; Q14191; WRN helicase unwinding, fluorescent forked duplex, kinetic; Potency, µM (highest dose often 114 µM), for inactives: at the top dose activity change, negative = inhibition, usual class: inhibitors; 0.46% of 360,000 active; AID 651768; note: potency is the fitted concentration of half-maximal effect; % is set by controls: 0 for no effect and ±100 for the full control effect; nearly all actives have a fitted effect of over 55% in size
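WRN at 20 nM final was preincubated with compound for 15 min at room temperature; reaction started with 100 nM forked duplex oligonucleotide carrying fluorophore and quencher plus 2 mM ATP (final). Unwinding followed kinetically by red fluorescence (ex 525/em 598 nm).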
PI5P4Ka inh: blocks human PI5P4K alpha kinase activity; P48426; PI5P4Kalpha enzyme, ADP-Glo luminescence, 60 min; active compounds read low; max response, %; 1.2% of 330,000 active; AID 652105; active = max response of -50% or lower; inconclusive = between -30% and -50%; inactive = -30% or higher; note: value at the top dose of about 77 µM; % is set by controls: 0 for no effect and ±100 for the full control effect
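Compounds were pin-transferred onto PI5P4Kalpha and substrate in HEPES pH 7.4 buffer with EGTA, CHAPS and 5% DMSO. ATP (5 microM final) started the reaction, which ran 60 minutes at room temperature before ADP-Glo detection.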
* = called active by the depositor; ? = inconclusive; nt = no result given; & = joins results of further samples; [ ] = dose if it differs, or a comment. Unless noted, calls come from the whole dose curve; as a rule, active = well fitted curve in the direction sought with a large enough effect; inconclusive = small, poorly fitted or top-dose-only effect, or another doubt; inactive = no such curve, though single readings can be large; an effect the other way counts as inactive or inconclusive.

Results follow in this order: CCT modulator	Mm-Cpn inhibitor	EPAC2 antagonist	EPAC1 antag	EPAC1 ag	PLK1 PBD block	WRN inhibitor	PI5P4Ka inh
1. CC(=O)c1ccc(S(=O)(=O)NC2CC(=O)N(c3ccc(Cl)cc3)C2)cc1 (stereo not given)
  0.2	1%	9%	10%	-3%	-1%	10%	6
2. CN(C(=O)COC(=O)c1cc([N+](=O)[O-])ccc1Sc1ccccc1)C1CCS(=O)(=O)C1 (stereo not given)
  -0.8	-3%	3%	-13%	-3%	-12%	-27%	0
3. CCOC(=O)C1=C(C)NC2=C(C(=O)CC(C)(C)C2)C1c1ccsc1 (stereo not given)
  3.7	-2%	6%	0%	-5%	1%	-6%	nt
4. Nc1ccn([C@H]2C[C@H](O)[C@@H](CO)O2)c(=O)n1
  0.7&-0.8	-4%&-4%	-3%&9%	7%&13%	-11%&-7%	1%&3%	9%&6%	-1&-1
5. CCC1=NN2C(=N)/C(=C\c3ccc(OCCOc4ccc(NC(C)=O)cc4)c(OC)c3)C(=O)N=C2S1
  -5.4	0%	13%	-20%	-6%	-4%	-8%	-3
6. CN(C)CCN(C(=O)c1ccc(S(=O)(=O)N2CCc3ccccc32)cc1)c1nc2ccc(F)cc2s1
  0.8	1%	-12%	-21%	-8%	-25%	-10%	1
7. N=c1n(CCN2CCCC2)c2ccccc2n1CC(O)c1ccco1 (stereo not given)
  -3.3	3%	-3%	9%	5%	-7%	6%	nt
8. N#Cc1cc([N+](=O)[O-])ccc1N1CCCC1
  -1.5	-2%	-5%	-13%	-2%	27µM*	-18%	-9
9. CC(NS(=O)(=O)c1ccc(OCC(=O)Nc2cccc([N+](=O)[O-])c2)cc1)c1ccccc1 (stereo not given)
  -1.0	1%	16%	-12%	-10%	-25%	-6%	2
10. CNCc1c(OCc2ccccc2)ccc2ccccc12
  2.1	2%	6%	5%	-3%	5%	3%	3
11. COc1cc(C)c(NC(=S)Nc2ccc(Cl)c(Cl)c2)cc1OC
  -0.1	-1%	-10%	-21%	7%	?	-11%	1
12. COCCOC(=O)c1c(C)oc2ccc(OCc3ccccc3)cc12
  -0.8	-2%	-10%	-3%	10%	-4%	-10%	31
13. O=c1c2nccnc2[nH]c(=S)n1Cc1ccccc1Cl
  0.5	1%	-4%	8%	2%	-8%	-7%	-14
14. O=C(O)[C@@H]1CSC2c3ccccc3C(=O)N21 (stereo not given in full)
  0.7	2%	-3%	11%	8%	-8%	-1%	-5
15. COCc1cc(=O)[nH]c(SCC(=O)c2ccccc2)n1
  -1.8	-1%	1%	-1%	0%	0%	-1%	5
16. COc1ccc(CCN2CC(C(=O)NCc3c(C)n[nH]c3C)CCC2=O)cc1 (stereo not given)
  4.3	?	18%	15%	-6%	1%	-18%	1
17. CN(C)NC(=S)Nc1ccc(Cl)cc1
  -7.6	-1%	-1%	-6%	11%	1%	-5%	nt
18. Cc1cc(NC(=O)C2CCCN2C(=O)Nc2c(C)cccc2C)ccc1-n1cnnn1 (stereo not given)
  1.7	-2%	-11%	4%	-13%	-1%	7%	-3
19. Brc1ccc(CNc2cc3c(cc2Br)OCCO3)cc1
  -0.7	-2%	1%	?	-2%	-4%	-18%	42
20. O=C(COC(=O)/C=C/c1ccc(F)cc1)NCc1ccco1
  0.7	1%	9%	-10%	4%	7%	-2%[57.1 µM]	2
21. CCOc1ccc(CCNC(=O)CSc2nnnn2C)cc1OCC
  -3.5	-4%	3%	5%	0%	-7%	4%	-2
22. COc1ccc(-c2cnc(C(O)c3ccccc3)[nH]2)cc1 (stereo not given)
  1.0	nt	1%	-23%	9%	-13%	-5%[57.1 µM]	-3
23. Cc1ccc(SC(CC(=O)c2ccc(F)cc2)C(=O)O)cc1 (stereo not given)
  -2.4	0%	-18%	?	-2%	?	-31%	9
24. COc1ccc(NC(=O)COc2coc(CN3c4ccccc4CC3C)cc2=O)cc1 (stereo not given)
  -0.2	-3%	19%	9%	-5%	-1%	-3%	-13
25. O=C(c1ccccc1NS(=O)(=O)c1cccc([N+](=O)[O-])c1)N1CCCC1
  -0.3	-1%	6%	14%	-10%	-2%	-17%	-8
26. CSc1ccc(CN2CCC(C)(Oc3cccc(Cl)c3)C2)cc1 (stereo not given)
  -1.3	nt	8%	4%	1%	5%	-5%	-4
27. CC(=O)Nc1ccc(SC[C@H](Cc2ccccc2)N2CCN(CC(C)C)CCC2=O)cc1
  0.6	1%	-18%	-5%	-5%	34µM*	-2%	-2
28. Cc1ccccc1NC(=O)NC1CCS(=O)(=O)C1 (stereo not given)
  -0.9	1%	-2%	8%	11%	0%	2%	1
29. O=C(N/N=C/c1ccncc1)c1ccc(NC(=O)c2cccc(Cl)c2)cc1
  0.8	0%	?	23%	5%	-4%	-35%	-1
30. O=C(O)CCSc1nc2ccccc2n1Cc1ccccc1
  -1.9	-3%	2%	-9%	13%	-11%	-1%	0
31. CCCn1c(SCC(=O)Nc2nnc(CC)s2)nnc1-c1ccncc1
  -4.3	-1%	3%	7%	6%	-12%	5%	-1
32. COc1ccc2cc3c(N)nn(C(=O)c4cccc(F)c4)c3nc2c1
  2.2	3%	-6%	1%	3%	-8%	-4%	1
33. O=S1(=O)CCN(Cc2ccc(F)cc2)CC1
  -4.5	-5%	3%	-3%	13%	-9%	-2%	1
34. Cc1ccccc1NC(=O)Nc1nc2ccc(S(C)(=O)=O)cc2s1
  -3.0	1%	-8%	11%	2%	-13%	-6%	-12
35. Cc1oc(-c2ccccc2Cl)nc1CS(=O)CC(=O)N1CCN(c2ccccc2)CC1 (stereo not given)
  -0.2	1%	-12%	0%	0%	-9%	-4%	-3
36. CC(=O)NC(CC(C)C)C(=O)O (stereo not given)
  0.3	nt	-7%	6%	5%	-5%	-3%	5
37. COc1ccc(C(=O)c2cnc[nH]2)cc1
  0.6	0%	11%	-10%	-2%	4%	-5%	-4
38. CCn1c(SCC(N)=O)nnc1-c1ccc(OC)c(OC)c1
  1.6	0%	4%	18%	6%	-7%	8%	nt
39. CN(C)c1ccc(C=NNC(=O)c2cccnc2)cc1
  1.4	nt	14%	-10%	-6%	-2%	3%	2
40. CC(=O)Oc1ccc2ccccc2c1C(NC(=O)C(C)C)c1cccc([N+](=O)[O-])c1 (stereo not given)
  1.9	-2%	-4%	0%	15%	1%	-13%	nt
41. CS(=O)(=O)c1cccc(C(=O)OCC(=O)Nc2ccc3c(c2)OCO3)c1
  -2.7	2%	0%	-5%	0%	-1%	-14%	-4
42. Cc1cc(Nc2ccc(C(=O)N3CCCCC3)cc2)c2cccc(C)c2n1
  -1.8	2%	-3%	-3%	-6%	12%	4%	-1
43. Cc1ccc(S(=O)(=O)n2[nH]c(=O)c(CCO)c2C)cc1
  1.0	1%	-3%	-4%	3%	-12%	0%	0
44. Cc1ccc(C)c(NC(=O)C2CCCN2/C=C/C(=O)C(F)(F)F)c1 (stereo not given)
  -2.1	0%	6%	3%	7%	-11%	6%	5
45. COc1ccc(C2Nc3ccccc3NC3=C2C(=O)CC(C)(C)C3)c(OC)c1OC (stereo not given)
  -0.6	0%	6%	-16%	1%	5%	7%	4
46. COc1ccccc1-c1nnc(SCC(=O)O)n1-c1ccccc1
  -0.8	-2%	8%	-13%	-4%	-5%	-5%[57.1 µM]	3
47. COc1ccccc1NC(=O)c1ccccc1C(=O)Nc1ccccc1OC
  -3.2	0%	-5%	-29%	-6%	-6%	7%	4
48. CCNS(=O)(=O)c1ccc(CCC(=O)N2CCN(c3ccccc3F)CC2)cc1
  1.3	0%	12%	13%	3%	5%	-6%	2
49. Cc1cc(C)cc(-n2c(C)cc(C=C(C#N)C#N)c2C)c1
  0.0	1%	-6%	5%	11%	-9%	8%	1
50. NC(=O)c1ccc(-n2nnnc2SCC(=O)c2ccc(O)c(O)c2)cc1
  -0.1	0%	1%	?	1%	3%	35µM*	?
51. COC(=O)N/N=C/c1cccc(OC(=O)c2ccc3c(c2)OCO3)c1
  -8.5	1%	0%	-16%	7%	1%	5%	-7
52. O=C(COC(=O)c1ccc([N+](=O)[O-])o1)Nc1cccc2ccccc12
  0.2	-1%	-6%	-3%	-6%	-13%	-5%	4
53. COc1cc(/C=N/NC(=O)c2ccc(N)cc2)ccc1OC(=O)c1cccc(C)c1
  0.8	-3%	-10%	-16%	-9%	?	-19%	-15
54. COC(=O)CCc1c(C)c(C(=O)c2cc(F)c(F)c(F)c2F)c2ccccn12
  -1.6	1%	-2%	-12%	3%	-1%	4%	4
55. CCc1nnc(NC(=O)CSc2nccn2-c2cccc(C)c2)s1
  -1.5	-2%	8%	-2%	1%	-22%	-2%	-1
56. COc1ccccc1OCC(=O)N1CCNC1=O
  0.0	0%	-7%	-5%	-1%	1%	-1%	1
57. Cc1cc(C)c(N(CC(=O)NC(C)(C)C)C(=O)CNC(=O)c2cccs2)c(C)c1
  -1.5	-1%	-11%	-6%	-8%	-1%	-5%	0
58. CSCCC(C(=O)NC1CCCC1)n1c(-c2ccccn2)nc2ccccc21 (stereo not given)
  nt	nt	-26%	16%	1%	-13%	-2%	-1
59. S=C(Nc1ccccc1)N1CCN(c2ccc(N3CCOCC3)nn2)CC1
  -0.6	-2%	-3%	17%	8%	-3%	-4%	-2
60. Cc1coc2cc3oc(=O)c(CCC(=O)NCCCN4CCCC4=O)c(C)c3cc12
  -1.5	1%	-5%	-15%	-21%	-10%	1%	-9

Rewritten in markdown: entries from further up
| No. | Compound | CCT modulator | Mm-Cpn inhibitor | EPAC2 antagonist | EPAC1 antag | EPAC1 ag | PLK1 PBD block | WRN inhibitor | PI5P4Ka inh |
| --- | --- | --- | --- | --- | --- | --- | --- | --- | --- |
| 49 | Cc1cc(C)cc(-n2c(C)cc(C=C(C#N)C#N)c2C)c1 | 0.0 | 1% | -6% | 5% | 11% | -9% | 8% | 1 |
| 50 | NC(=O)c1ccc(-n2nnnc2SCC(=O)c2ccc(O)c(O)c2)cc1 | -0.1 | 0% | 1% | ? | 1% | 3% | 35µM* | ? |

Next part
Results follow in this order: CCT modulator	Mm-Cpn inhibitor	EPAC2 antagonist	EPAC1 antag	EPAC1 ag	PLK1 PBD block	WRN inhibitor	PI5P4Ka inh
61. Cc1ccccc1OCC(=O)N/N=C1\SCC(=O)N1Cc1ccccc1
  0.2	3%	11%	7%	-3%	27µM*	2%	-8
62. COC(=O)Nc1sc2c(c1C(=O)NC1CC1)CCCCCC2
  -2.8	-1%	3%	8%	7%	-22%	0%	nt
63. COc1cccc(NC(=O)[C@H](CC(C)C)NC(=O)[C@@H]2Cc3ccccc3CN2)c1
  -1.6	-3%	0%	-6%	11%	-16%	-3%	7
64. CCOc1ccc2ccccc2c1/C=N/NC(=O)CNC(=O)c1ccccc1O
  -3.0	-3%	-11%	-3%	7%	6%	-7%	6

Not all compounds are listed; rates above refer to the full screens.
